From PubChem BioAssay
HIV fusion peptide: inhibitors of HIV fusion peptide binding, primary screen, biochemical, uHTS, fluorescence dequenching (AID 1986); cell-free peptide binding, fluorescence dequenching, 30 min; higher % means a stronger effect; 0.3% of 290,000 active; inhibition, % at 20 µM, or IC50 in µM where a hit was titrated; in the data active = inhibition mostly above about 52%, no sharp cut-off; inactive = mostly below about 76%; also: some results filed as inactive read as strong as hits
KOR beta-arrestin-1: KOR agonists, beta-arrestin recruitment, primary screen, cell-based, luminescence, uHTS (AID 1777); Kappa-type opioid receptor (Homo sapiens); KOR beta-arrestin recruitment, luminescence; higher % means a stronger effect; activation, % at 10 µM, or EC50 in µM where a hit was titrated; 0.02% of 280,000 active; in the data active = activation above about 50%, passing the limit was not always enough; also: a part of the inactive calls stands beside numbers as strong as those of hits
GPR55 LPI antagonism: GPR55 antagonists blocking LPI-driven arrestin recruitment, primary screen, imaging, U2OS, beta-arrestin-GFP, LPI agonist (AID 2013); inhibition, % at 10 µM, or IC50 in µM where a hit was titrated; U2OS GPR55 beta-arrestin-GFP translocation imaging, LPI antagonism; higher % means a stronger effect; G-protein coupled receptor 55 (Homo sapiens); 0.13% of 290,000 active;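 active = spots per cell inhibited over 60%, with over 100 cells counted and total cytoplasm intensity under 500,000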;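 also: U2OS cells stably carrying GPR55 and arrestin-GFP stimulated by 5 µM LPI near EC80; imaged beta-arrestin-GFP aggregate spots per cell after agonist stimulation; plate controls were LPI-stimulated DMSO wells for no effect and DMSO wells without LPI for full effect; some results filed as inactive read as strong as hits; confirmed hits need IC50 under 10 µM and bright autofluorescent wells are also inconclusive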
GPR55 activation: GPR55 agonists via beta-arrestin recruitment, primary screen, imaging, U2OS cells, beta-arrestin-GFP redistribution (AID 1961); one-dose activation, % at 10 µM; EC50 in µM for titrated hits; G-protein coupled receptor 55 (Homo sapiens); 0.048% of 290,000 active; U2OS GPR55 beta-arrestin-GFP redistribution imaging; higher % means a stronger effect;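 active = activation above 40% with more than 50 cells counted in the well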;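 also: U2OS osteosarcoma cells stably expressing GPR55 and beta-arrestin-GFP; plate controls were DMSO negative control for no effect and LPI positive control for full effect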
NOD1 NF-kB reporter: NOD1 signaling inhibitors, primary screen, cell-based, luminescence, uHTS (AID 1578); NOD1-driven NF-kB luciferase reporter cells, luminescence; higher % means a stronger effect; inhibition, % at 4 µM; hits with a dose series show EC50 in µM; 1% of 290,000 active; in the data active = inhibition mostly above about 36%, no sharp cut-off; inactive = mostly below about 34%;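 also: HEK-293T reporter cells stimulated with the NOD1 agonist gamma-tri-DAP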
GPR35 antagonists: GPR35 antagonists blocking zaprinast-driven arrestin recruitment, primary screen, imaging, U2OS, beta-arrestin-GFP, zaprinast agonist (AID 2058) | inhibition, % at 10 µM, or IC50 in µM where a hit was titrated | U2OS GPR35 beta-arrestin-GFP translocation imaging, zaprinast antagonism; higher % means a stronger effect | 0.052% of 290,000 active | G-protein coupled receptor 35 (Homo sapiens);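 active = inhibition of at least 50% with at least 30 cells and total cytoplasm GFP at most 10,000,000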
KOR beta-arrestin-2: KOR antagonists, beta-arrestin recruitment, cell-based, luminescence, uHTS (AID 1778); one-dose inhibition, % at 10 µM; IC50 in µM for titrated hits; 0.091% of 290,000 active; KOR beta-arrestin recruitment, luminescence, antagonist mode; higher % means a stronger effect; also: strong numbers were not always called active
NOD2 inhibition: NOD2 signaling inhibitors, cell-based, luminescence, uHTS, HEK293 (AID 1566); 0.63% of 290,000 active; inhibition, % at 4 µM, or EC50 in µM where a hit was titrated; HEK293 NOD2/NF-kB luciferase reporter, luminescence; higher % means a stronger effect; also: many of its hits are not listed in these tables
Myeloid diff 2: induction of myeloid progenitor differentiation, primary screen, cell-based, flow cytometry, MLPCN library. ER-HoxA9 myeloid progenitors, lysozyme-GFP differentiation. calls only at 10 µM. 1% of 360,000 active. AID 624256, 2012;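 active = normalized GFP-positive differentiation at or above the plate's own cutoff, the solvent-only control mean plus 3 SD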;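 also: cells exposed to compound for four days before flow analysis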
Myeloid diff 2 GFP+ MAC1+ %: also measured in Myeloid diff 2; calls as there; GFP+ MAC1+ double positive, %; measured here: differentiation confirmed by MAC1 staining
Active calls of the source: *; i = inactive; . = no result given; [ ] = remark or other dose. Rule as the data show it, unless noted: active = inhibition above about 50%; inactive = the rest.

SMILES	HIV fusion peptide	KOR beta-arrestin-1	GPR55 LPI antagonism	GPR55 activation	NOD1 NF-kB reporter	GPR35 antagonists	KOR beta-arrestin-2	NOD2 inhibition	Myeloid diff 2	Myeloid diff 2 GFP+ MAC1+ %
Cc1ccc(OCC(=O)NCCNC(=O)c2cnccn2)cc1	0.6%	1.1%	4%	0.0%	9%	0%	-30%	-9%	i	4.4
O=C(c1ccccc1NS(=O)(=O)c1ccc(Br)s1)N1CCOCC1	1.0%	-0.8%	-8%	-0.1%	-13%	-15%	7%	0%	i	0.7
COC(=O)c1ccc(NC(=O)CCN2CCN(CCC(=O)Nc3ccc(C(=O)OC)cc3)CC2)cc1	2.5%	-4.7%	2%	-0.1%	-7%	-2%	2%	21%	i	1.0
CCN1CCCC1CNC(=O)CS(=O)(=O)Cc1nc(-c2ccccc2C)oc1C (stereo unspecified)	-1.0%	-0.7%	2%	-0.2%	36%	-9%	-72%	-10%	i	1.5
Cc1ccccc1N1CCN(C2CCCN(C(=O)c3cn4c(C)cccc4n3)C2)CC1 (stereo unspecified)	-0.8%	-1.5%	-12%	0.0%	-1%	7%	-39%	5%	i	1.1
CC1CCCCC1NC(=O)c1ccncc1 (stereo unspecified)	-0.9%	-1.4%	15%	0.3%	-28%	-3%	-3%	-1%	i	0.7
COC(=O)c1cc2c(ccn2-c2ccc(F)cc2)n1CC(=O)N1CCN(C(=O)c2ccco2)CC1	-2.3%	-3.2%	-6%	-0.1%	9%	-5%	47%	6%	i	0.2
COc1ccc(NC(=O)CN2CCN(CC(=O)Nc3ccccc3Cl)CC2)cc1	1.9%	18%	-2%	-0.1%	1%	8%	-20%	18%	i	0.6
O=C(CSc1ccccc1)Nc1ccc(N2CCN(c3ccccc3)CC2)c(F)c1	-2.3%	1.7%	25%	-0.1%	-4%	18%	-22%	17%	i	1.3
CCC(C)NC(=O)C(Cc1ccccc1)NS(=O)(=O)c1cccc2nsnc12 (stereo unspecified)	1.1%	0.8%	5%	0.0%	-18%	4%	-47%	13%	i	0.4
CCCOc1c(OC)cccc1C1CC(=O)Nc2cc(OC)c(OC)c(OC)c21 (stereo unspecified)	0.9%	6.1%	-27%	-0.1%	-2%	1%	-40%	-19%	i	1.6
O=C(c1cccs1)N1N=C(c2ccccc2)CC1c1ccccc1 (stereo unspecified)	0.1%	-1.1%	24%	-0.2%	-6%	2%	4%	1%	i	6.5
Cc1onc(-c2ccccc2Cl)c1C(=O)OCC(=O)Nc1cccc(S(=O)(=O)N(C)C)c1	0.2%	2.3%	5%	1.5%	-4%	-3%	-25%	7%	i	1.0
Cc1ccc(S(=O)(=O)NN2Cc3ccccc3C2=N)cc1	0.2%	0.6%	-2%	0.5%	-35%	4%	-24%	-16%	i	0.6
C/C(=N\NC(=O)Cc1cccn1C)c1ccco1	-1.3%	6.9%	6%	0.2%	3%	-4%	5%	4%	i	0.2
CC(C)Nc1cc(C(C)(C)C)nc2c(-c3ccccc3)cnn12	-0.8%	-1.9%	0%	-0.1%	-10%	-11%	45%	-99%	i	0.2
N#CCCCSc1nnc(Cc2ccc3c(c2)OCO3)o1	0.4%	-1.0%	-11%	1.0%	-24%	-2%	-15%	-4%	i	1.5
COc1cccc(/C=C/C(=O)c2cccc([N+](=O)[O-])c2)c1	0.4%	6.4%	0%	-0.1%	-37%	6%	11%[20 µM]	-10%	i	0.8
Cc1ccc(S(=O)(=O)N2CCN(C(C)CC(=O)O)CC2)cc1 (stereo unspecified)	-1.1%	-2.2%	14%	-0.5%	-31%	3%	5%	3%	i	0.4
COc1ccc(/C=C(/NC(=O)c2ccccc2)C(=O)NCc2ccco2)cc1	1.8%	-0.2%	14%	-0.1%	-8%	14%	14%	11%	i	2.8
CC1=C(C(=O)OCC2CCCCC2)C(c2ccc(F)cc2)NC(=O)N1 (stereo unspecified)	1.8%	-4.0%	-12%	1.2%	4%	8%	12%	11%	i	0.1
Cc1cc(C)c(S(=O)(=O)Nc2ccc3c(c2)CCC3)c(C)c1	1.8%	28%	19%	-0.3%	32%	2%	16%	-10%	i	0.5
O=C(COC(=O)Cc1cccc(C(F)(F)F)c1)NC1CC1	0.9%	-0.7%	7%	-0.3%	-42%	1%	12%	14%	i	0.1
COc1cccc(CN2CCN(C(c3ccccc3)c3ccccc3)CC2)c1O	-1.7%	-4.9%	19%	-0.1%	12%	-14%	4%	-2%	i	0.3
O=C(Cc1ccccc1[N+](=O)[O-])NCc1ccco1	-1.4%	1.1%	17%	-0.5%	-15%	-12%	-8%	4%	i	0.1
O/N=C(\c1ccc(Cl)cc1)c1ncc(C(F)(F)F)cc1Cl	0.2%	-3.5%	3%	-0.1%	24%	-2%	21%	3%	i	0.8
Cc1ccc(/C=C2\SC(=S)N(c3cccnc3)C2=O)o1	28%	.	5%	-0.1%	1%	7%	-8%	16%	i	0.5
COc1ccc(-c2cc(C(=O)NCCN3CCOCC3)c3ccccc3n2)c(OC)c1	-1.0%	5.7%	9%	-0.2%	-29%	-1%	38%	-5%	i	5.6
COc1ccc(C2(CNS(=O)(=O)c3ccc(C)cc3)CCOCC2)cc1	-0.9%	0.7%	4%	-0.3%	-5%	-3%	3%	21%	i	0.4
CCOc1ccccc1C(=O)N[C@H](C(=O)Nc1nc2c(s1)CCCC2)C(C)C	1.1%	4.6%	5%	-0.2%	-26%	-9%	-48%	-70%	i	0.2
COc1ccc(C(=O)Nc2nc(-c3ccccc3)c(C(C)=O)s2)c(OC)c1	0.0%	-4.2%	7%	0.3%	-60%	-10%	-45%[20 µM]	-8%	i	0.3
CCOC(=O)C1C(=O)C=C(c2ccc(C)cc2)CC1c1ccccc1 (stereo unspecified)	-0.9%	-1.4%	-8%	-0.1%	-32%	-28%	-1%[20 µM]	-16%	i	1.6
CC(=O)n1nc(-c2ccco2)nc1SCc1ccccc1	9.9%	-0.9%	0%	-0.1%	-3%	-6%	-7%	12%	i	1.9
COc1cccc(C2N(Cc3ccccc3)C(=O)C2(F)F)c1OC (stereo unspecified)	-1.1%	-0.3%	3%	-0.2%	5%	6%	24%	10%	.	.
COc1cc2c(cc1OC)C(c1cc3ccccc3oc1=O)=NC(C)(C)C2	0.5%	-5.2%	-12%	-0.2%	-16%	4%	-17%	1%	i	1.9
O=S1(=O)CCO[C@H]2Cc3ccccc3[C@H]2N1Cc1ccccc1Br	-2.3%	3.6%	-5%	1.7%	7%	10%	4%[20 µM]	-18%	i	1.0
Cn1nc(-c2ccccc2)c(CSc2cccc(Cl)c2)c1Cl	0.0%	5.4%	30%	0.2%	17%	10%	13%	-11%	i	0.4
COc1ccc(C2C(C#N)=C(N)OC3=C2C(=O)CC(C)(C)C3)cc1Cn1nc(C)c([N+](=O)[O-])c1C (stereo unspecified)	-1.8%	-3.5%	11%	0.1%	-20%	-7%	1%	11%	i	0.2
CCn1c(-c2cc(Cl)ccc2OC)n[nH]c1=S	-0.5%	-6.1%	22%	-0.1%	5%	7%	-12%	5%	i	0.3
Cc1ccc(NC(=O)C(NC2CCCc3ccccc32)c2ccccc2)cc1Cl (stereo unspecified)	1.6%	7.9%	4%	0.3%	34%	-9%	-25%	-3%	i	0.2
Nc1ccccc1S(=O)(=O)NC1=NCCCCC1	-0.6%	-1.4%	6%	0.0%	13%	16%	3%	2%	i	0.2
CCc1cc2c(=O)c(-c3cscn3)coc2cc1OC	20%	4.4%	2%	-0.3%	-124%	14%	4%	-65%	.	.
CCOC(=O)N1CCN(C(=O)CS(=O)(=O)c2cn(Cc3ccc(F)cc3)c3ccccc23)CC1	-0.7%	0.6%	2%	-0.1%	8%	6%	28%	17%	i	4.5
CCCCC(=O)NC(NC(=O)CCCC)c1ccc(OCCC)c(OC)c1	0.5%	3.4%	5%	0.4%	-24%	8%	-29%	8%	i	0.4

Grouped by structure: the compounds so far with fluorine.
SMILES	HIV fusion peptide	KOR beta-arrestin-1	GPR55 LPI antagonism	GPR55 activation	NOD1 NF-kB reporter	GPR35 antagonists	KOR beta-arrestin-2	NOD2 inhibition	Myeloid diff 2	Myeloid diff 2 GFP+ MAC1+ %
COC(=O)c1cc2c(ccn2-c2ccc(F)cc2)n1CC(=O)N1CCN(C(=O)c2ccco2)CC1	-2.3%	-3.2%	-6%	-0.1%	9%	-5%	47%	6%	i	0.2
O=C(CSc1ccccc1)Nc1ccc(N2CCN(c3ccccc3)CC2)c(F)c1	-2.3%	1.7%	25%	-0.1%	-4%	18%	-22%	17%	i	1.3
CC1=C(C(=O)OCC2CCCCC2)C(c2ccc(F)cc2)NC(=O)N1 (stereo unspecified)	1.8%	-4.0%	-12%	1.2%	4%	8%	12%	11%	i	0.1
O=C(COC(=O)Cc1cccc(C(F)(F)F)c1)NC1CC1	0.9%	-0.7%	7%	-0.3%	-42%	1%	12%	14%	i	0.1
O/N=C(\c1ccc(Cl)cc1)c1ncc(C(F)(F)F)cc1Cl	0.2%	-3.5%	3%	-0.1%	24%	-2%	21%	3%	i	0.8
COc1cccc(C2N(Cc3ccccc3)C(=O)C2(F)F)c1OC (stereo unspecified)	-1.1%	-0.3%	3%	-0.2%	5%	6%	24%	10%	.	.
CCOC(=O)N1CCN(C(=O)CS(=O)(=O)c2cn(Cc3ccc(F)cc3)c3ccccc23)CC1	-0.7%	0.6%	2%	-0.1%	8%	6%	28%	17%	i	4.5

These rows are one share of the data, so the mix of outcomes need not match the whole.
